aSyn rescue: inhibitors of alpha-synuclein toxicity in yeast. Yeast expressing alpha-synuclein, growth rescue, BacTiter-Glo, 24 h. Potency, µM (doses to about 46.1 µM), for inactives: top-dose growth rescue (activation), actives largely listed as activators. 0.14% of 370,000 active. AID 652106; further: potency means the concentration at half of the fitted maximal effect; % of control where 0% means no effect; nearly all actives have a fitted effect of over 65% in size
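Galactose-induced alpha-syn yeast (OD600=0.02, raffinose-pregrown) + pinned cpd, 24 hr, 30 deg C; growth by BacTiter-Glo luminescence. Growth restoration scores as activation.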
D3 ag: activates the human D3 dopamine receptor | P35462 | D3R DiscoveRx beta-arrestin cells, luminescence, 90 min | AID 652048 | 0.58% of 410,000 active | max activation, %; in the data active means max activation above about 30%; further: 0% is about no effect; mostly tested at two doses, the higher about 12 µM
Target sequence (P35462 whole entry, looked up): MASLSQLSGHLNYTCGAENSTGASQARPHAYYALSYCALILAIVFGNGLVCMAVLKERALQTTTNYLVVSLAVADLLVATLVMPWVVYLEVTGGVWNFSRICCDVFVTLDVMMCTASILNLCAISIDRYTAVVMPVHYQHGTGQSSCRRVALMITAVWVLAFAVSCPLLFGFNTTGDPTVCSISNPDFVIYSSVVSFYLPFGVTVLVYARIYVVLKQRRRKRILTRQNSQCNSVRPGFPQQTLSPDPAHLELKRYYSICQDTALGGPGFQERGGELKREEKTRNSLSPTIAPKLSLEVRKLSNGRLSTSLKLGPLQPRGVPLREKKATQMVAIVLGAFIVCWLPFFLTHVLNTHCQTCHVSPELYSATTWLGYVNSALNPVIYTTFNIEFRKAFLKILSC
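Agonist-mode cell screen: cells plated at 1500/well and incubated overnight at 37 °C, then exposed to library compounds for 90 min at 37 °C. Detection reagent was added for 30–60 min at room temperature, and luminescence was read.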
PTHR1 agonist: agonists of human PTHR1 parathyroid hormone receptor. Q03431. HEK293 GP2 PTHR1 cells, GloSensor cAMP luminescence, 1 h. Potency, µM (highest dose often 115 µM), for inactives: top-dose activation, most hits filed as activators. 0.075% of 410,000 active. AID 743266; further: potency means the concentration at half of the fitted maximal effect; nearly all actives have a fitted effect of over 55% in size; some results filed as inactive show a strong effect at the top dose; inactives centre near -15; many of its hits are not listed in these tables
Target sequence (Q03431 whole entry, looked up): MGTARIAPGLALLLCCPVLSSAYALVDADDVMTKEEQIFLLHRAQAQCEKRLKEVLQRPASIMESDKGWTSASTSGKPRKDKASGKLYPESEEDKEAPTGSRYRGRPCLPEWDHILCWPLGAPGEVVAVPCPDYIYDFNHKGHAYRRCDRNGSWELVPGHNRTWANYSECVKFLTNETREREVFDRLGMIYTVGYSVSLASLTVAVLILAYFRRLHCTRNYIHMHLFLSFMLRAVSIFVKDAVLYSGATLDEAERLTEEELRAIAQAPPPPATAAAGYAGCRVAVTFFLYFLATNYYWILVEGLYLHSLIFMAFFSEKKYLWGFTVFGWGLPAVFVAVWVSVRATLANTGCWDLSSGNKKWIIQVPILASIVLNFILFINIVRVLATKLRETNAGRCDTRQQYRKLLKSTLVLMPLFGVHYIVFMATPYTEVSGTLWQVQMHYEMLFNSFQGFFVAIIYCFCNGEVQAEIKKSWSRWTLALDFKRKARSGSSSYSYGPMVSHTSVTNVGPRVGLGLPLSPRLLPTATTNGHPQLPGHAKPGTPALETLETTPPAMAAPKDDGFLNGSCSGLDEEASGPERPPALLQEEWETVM
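HEK-293-derived GP2 cells expressing PTHR1 and a GloSensor cAMP reporter, 3,000/well, plated overnight, given luciferin plus IBMX (each 0.5 mM as added) for 1 h at 37 °C, then compound for 1 h at 37 °C. Luminescence was read after 15 min at room temperature.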
GLP-1R inv ag: inverse agonists of human GLP-1 receptor. HEK293 GLP-1R CRE-luciferase, luminescence, 24 h; GLP-1R form is constitutively active. AID 624417. 1.6% of 410,000 active. Potency, µM (doses to about 38.3 µM), inactives show top-dose activity change, negative = inhibition, actives largely listed as inhibitors. P43220; further: potency means the concentration at half of the fitted maximal effect; on the % scale 0 is the no-effect control and ±100 the full control effect; nearly all actives have a fitted effect of over 55% in size
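HEK293 cells stably co-expressing a cAMP-responsive luciferase reporter and constitutively active GLP-1R were seeded, incubated 12 h, then exposed to compounds for 24 h at 37 C. Luminescence was read 12 min after detection reagent; inverse agonists lower signal.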
KB-V1 MDR tox: KB-V1 MDR subline cytotoxicity; KB-V1 MDR cells viability, CellTiter-Glo, 72 h; Potency, µM (highest dose often 46.1 µM), inactives show at the highest dose activity change, negative = cytotoxicity, most hits filed as cytotoxic; 3.4% of 400,000 active; further: potency means the concentration at half of the fitted maximal effect; on the % scale 0 is the no-effect control and ±100 the full control effect; nearly all actives have a fitted effect of over 60% in size
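In this primary screen, KB-V1 cells overexpressing P-gp are incubated with library compounds (lowest to highest concentration) for 72 h at 37 degrees C before a luminescent ATP viability read.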
TDP43 rescue: TDP-43 toxicity inhibition in yeast; TDP-43 expressing yeast growth rescue, BacTiter-Glo, 24 h; 1.8% of 410,000 active; Potency, µM (titrated, usually from 46.1 µM), inactives show at the top dose growth rescue (activation), most hits filed as activators; AID 652104; further: potency means the concentration at half of the fitted maximal effect; % of control where 0% means no effect; nearly all actives have a fitted effect of over 50% in size
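In this qHTS, compounds that restore growth of yeast expressing TDP-43 appear as activators. Cells (OD600=0.02, galactose medium, raffinose-pregrown) are incubated with compound 24 hr at 30 deg C and growth is quantified by BacTiter-Glo.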
GLP1R ag: GLP-1 receptor (human) agonism | 0.007% of 380,000 active | AID 624172 | P43220 | HEK293 GLP-1R CRE-luciferase, luminescence, 4-6 h; cells express a hypersensitive GLP-1R form | Potency, µM (series often up to 45.6 µM), for the others: top-dose activation, usual class: activators; further: potency means the concentration at half of the fitted maximal effect; % of control where 0% means no effect
HEK293 tox: cytotoxic in the GLP-1 receptor inverse agonist counter-screen; HEK293 cAMP-luciferase reporter cells, luminescence, 24 h; Potency, µM (top dose mostly 38.3 µM), for inactives: at the top dose activity change, negative = inhibition, actives largely listed as inhibitors; 0.13% of 410,000 active;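 further: loss of luciferase light is scored as toxicity; potency means the concentration at half of the fitted maximal effect; on the % scale 0 is the no-effect control and ±100 the full control effect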
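Step one: seed cells (200 cells/uL, DMEM with 10% Nu serum, 1% pen-strep). Step two: 12-hour incubation at 37 deg C. Step three: pin 23 nL compound, incubate 24 hr. Step four: add luciferase reagent, read luminescence 12 min later.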
D3 antag: blocks the human D3 dopamine receptor | max response, negative = inhibition, % | D3R cells, DiscoveRx beta-arrestin luminescence, antagonist mode; hits give low values | 2.5% of 360,000 active; in the data active means max response below about -50%; inconclusive means no clear call, values can overlap the other calls; further: on the % scale 0 is the no-effect control and ±100 the full control effect; mostly tested at two doses, the higher about 12 µM
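Cells expressing the human receptor were seeded at 1500 cells/well, incubated overnight at 37 degrees C in 5% CO2, then exposed to library compounds with dopamine controls for 90 minutes at 37 degrees C before luminescent detection.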
Active calls of the source: *; i = inactive; ? = inconclusive; nt = no result given; [ ] = dose if it differs, or a comment. Unless noted, the call rests on the fitted dose curve; in most records, active means well fitted curve in the direction sought with a large enough effect; inconclusive means small, poorly fitted or top-dose-only effect, or another doubt; inactive means no such curve, though single readings can be large; an effect the other way counts as inactive or inconclusive.

SMILES | aSyn rescue | D3 ag | PTHR1 agonist | GLP-1R inv ag | KB-V1 MDR tox | TDP43 rescue | GLP1R ag | HEK293 tox | D3 antag
COCCN(C(=O)COC(=O)Cc1c[nH]c2ccccc12)c1c(N)n(Cc2ccccc2)c(=O)[nH]c1=O | 2% | 7 | i | 6% | -6% | 15% | 0% | -4% | 6
CCOc1ccc(NS(=O)(=O)c2ccc(C(=O)NCC3(N(C)C)CCCCC3)cc2)cc1 | 2% | 1 | i | ? | -25% | 5% | 7% | -10% | -9
Cc1ccc(NS(=O)(=O)c2ccc3c(c2)CC(=O)N3)c(C)c1 | 0% | -3 | i | 6% | 11% | 10% | -2% | 2% | 30
CC(C)c1ccc(-c2nnn(CCC(=O)O)n2)cc1 | 11% | 1 | -16% | 1% | -2% | ? | 1% | -20% | -4
CCOC(=O)C1=C(C)N=c2s/c(=C\c3ccc(OC(C)=O)c(OCC)c3)c(=O)n2C1/C=C/c1ccccc1 (stereo not drawn) | 5% | -5 | i | ? | 3% | 12% | 2% | ? | -56*
COCCn1c(C)cc(O)c(C(c2ccccc2OC)N2CCN(c3ccccc3)CC2)c1=O (stereo not drawn) | nt | -19 | i | -9% | 7% | 3% | nt | -9% | nt
Cc1cc(-c2nnc(-c3ccccc3)c(-c3ccccc3)n2)c(C)o1 | 15% | -6 | -13% | -9% | 2% | 10% | -4% | 2% | -23
O=C(Oc1cccc(-n2cnnn2)c1)C1CCCCC1 | nt | -6 | i | 0% | 2% | 11µM* | -12% | 3% | -12
O=C(CCc1ccccc1)NC(=S)Nc1cc(C(F)(F)F)ccc1N1CCOCC1 | 10% | -26 | i | ? | ? | -9% | 1% | -19% | -10
COc1ccc(CCN2CC(C(=O)N(C)CCOc3ccccc3)CCC2=O)cc1 (stereo not drawn) | 2% | 1 | -12% | -1% | 0% | 12% | 1% | -7% | 7
CCCCN(N=Nc1nonc1OC)c1nonc1OC | -9% | -1 | -3%[57.5 µM] | ? | -28% | 17% | 20% | 0% | 22
CCOC(=O)c1c(NC(=O)c2ccno2)c2cc([N+](=O)[O-])ccc2n1C | -1% | 13 | -19% | 9% | 0% | -20% | -9% | 2% | 4
CC(=O)c1cccc(NC(=O)NCc2cccs2)c1 | 0% | 9 | 13%[57.5 µM] | 2% | -16% | 9% | -3% | 20% | -3
COc1ccc2c(c1)C1(Nc3ccccc3-c3nc4ccccc4n31)C(=O)N2 (stereo not drawn) | -1% | 0 | -8% | ? | 12% | 17% | 0% | 0% | -59*
Cc1cccc(CCNC(=O)CN(C)S(=O)(=O)c2ccc3c(c2)c(=O)n(C)c(=O)n3C)c1 | 4% | -2 | -22% | 15% | -6% | 9% | 0% | 5% | 24
COc1ccc(/C=N/N=C2\CC3CCC2(C)C3(C)C)cc1O (stereo not drawn) | -14% | 1 | -18%[57.5 µM] | -20% | 2% | -16% | -1% | -12% | 12
COc1ccc(C(=O)NC(C)c2ccccc2)cc1Br (stereo not drawn) | -8% | -2 | -9% | ? | 1% | -11% | 11% | -3% | -6
COc1ccc(NS(=O)(=O)c2ccc(NC(=O)N3CCCC3)cc2)cc1 | nt | -6 | -20% | -5% | -2% | 6% | nt | 8% | nt
CSc1nc(N)nc2c1ncn2CC(=O)NCC1CCCO1 (stereo not drawn) | -3% | 5 | i | 16% | 0% | 7% | 1% | -1% | 17
Cc1cccc(CCNC(=O)CC2C(=O)NCCN2CC2CCCCC2)n1 (stereo not drawn) | -4% | -1 | i | 4% | 4% | -1% | -3% | 7% | 14
COc1cccc(N2CCN(C(=O)c3ccc(Cl)c(NC4=NC5CS(=O)(=O)CC5S4)c3)CC2)c1 (stereo not drawn) | -5% | 6 | i | 6% | 0% | -16% | 4% | 1% | 1
CN(C)C=Nc1ccc2nn(-c3ccccc3)nc2c1 | -6% | -7 | -6% | 28% | ? | 22% | 1% | 10% | -15
O=C(/C=C/c1ccccc1)Nc1nc(-c2ccncc2)cs1 | -23% | 1 | -31%[inhibitor] | 37% | ? | 22% | 7% | 9% | 13
CCOC(=O)c1ccccc1NC(=O)c1nn(-c2ccc(OC)c(Cl)c2)c(=O)c2c1c1ccccc1n2C | nt | -1 | i | 3% | -3% | 8% | nt | -1% | nt
CCCc1nn2c(=O)cc(COC(=O)c3ccco3)nc2s1 | nt | -12 | i | 12% | ? | -2% | nt | -5% | nt
(further entries)
SMILES | aSyn rescue | D3 ag | PTHR1 agonist | GLP-1R inv ag | KB-V1 MDR tox | TDP43 rescue | GLP1R ag | HEK293 tox | D3 antag
Cc1c(F)cccc1NC(=O)CCCCCC1NC(=O)NC1C (stereo not drawn) | 0% | -4 | -10% | 1%[0.307 µM] | 5% | 7% | -8% | -1%[0.307 µM] | 0
O=C(c1ccccc1)N1CCCC(c2nc3c(nnn3Cc3ccc(F)cc3F)c(=O)[nH]2)C1 (stereo not drawn) | nt | 7 | -3% | 13% | -2% | 22% | nt | -12% | nt
CC1CCN(C(=O)COC(=O)c2cccc(S(=O)(=O)N(C)c3ccccc3)c2)CC1 | -2% | -2 | -32%[inhibitor] | ? | 21µM* | 12% | 4% | -3% | 21
O=C(Nc1ccc(Cl)c(C(F)(F)F)c1)C(=O)N1CCCCC1 | 10% | -17 | -64%[inhibitor] | ? | -12% | 18µM* | 2% | 4% | -20
C=C(C)CNC(=S)N/N=C/c1ccco1 | 23% | -11 | -8% | 4.5µM* | 12% | 23% | 8% | ? | 8
CCNc1nc(NCC)nc(N(n2cnnc2)S(=O)(=O)c2ccc(C)cc2)n1 | -1% | 3 | i | 1% | 1% | 19% | 2% | -11% | -5
CCCCN(CCCC)CCCNC(=O)CC1Oc2ccc(C)cc2NC1=O (stereo not drawn) | 3% | -9 | i | 22% | ? | -1% | -9% | 6% | -8
Cc1ccccc1N=C1NC(=O)CC(c2ccccc2)S1 (stereo not drawn) | 14% | -2 | i | ? | -1% | ? | 3% | 4% | -16
CC(C)(C)NC(=O)CC1C[C@H](C(=O)N2CCCCC2)[C@@]2(C)c3[nH]c4ccccc4c3CCN2C1=O (stereo partly drawn) | 11% | 0 | -20% | 1% | 0% | -14% | -2% | 0% | -3
CC(C)(C)CN1C(=O)C(=O)NC[C@@H]1CCCCN | -1% | 1 | -21% | 17% | 0% | 22% | 5% | 33%[activator] | 0
COC(=O)c1ccc(CSc2nc3sc(C(=O)O)c(C)c3c(=O)[nH]2)cc1 | 0% | 6 | -33%[inhibitor] | 5% | 22% | -5% | 0% | -6% | -11
CCOC(=O)c1ccc(S(=O)(=O)N2CCN(C(C)=O)CC2)cc1 | -3% | -8 | i | 7%[0.307 µM] | 1% | -25% | 10% | -7%[0.307 µM] | 2
O=C(COc1ccc(Cl)cc1)Nc1cc(NC(=O)COc2ccc(Cl)cc2)cc(C(=O)O)c1 | 3% | 0 | i | -23% | 2% | -3% | 5% | -9% | 32
CSc1ccccc1C(=O)NCc1ccc(S(N)(=O)=O)cc1 | -5% | 3 | i | 23% | 30% | 11% | 0% | 8% | 15
CCCCn1c(=O)c(CC(C)=O)nc2ccccc21 | 8% | 9 | -10% | 15% | 0% | 1% | 15% | 5% | 10
Cc1ccc(S(=O)(=O)CC(=O)N(C)C)cc1 | 2% | 1 | i | 5% | 0% | 9% | -18% | 4% | 7
CCOc1ccc(CN(CCO)CCO)cc1C(=O)OC | 3% | 0 | -11%[57.5 µM] | 25% | ? | -6% | 4% | 28% | -1
Cc1cc(C(=O)COC(=O)/C=C/c2ccc(F)cc2)c(C)n1C | 6% | -10 | -33%[inhibitor] | 1% | -25% | 10% | -14% | -18% | 2
COc1cc(NS(=O)(=O)c2ccc(NC(=S)NC(=O)C3CCCC3)cc2)nc(OC)n1 | -1% | -30 | ? | 14% | 10% | -29% | 2% | -2% | -24
COc1cccc(CNCC(=O)Nc2ccc(N3CCOCC3)cc2)c1 | -1% | 3 | -10% | 26% | -5% | 3% | 7% | 0% | 8

Molecules listed so far containing a CF3 group (2):
SMILES | aSyn rescue | D3 ag | PTHR1 agonist | GLP-1R inv ag | KB-V1 MDR tox | TDP43 rescue | GLP1R ag | HEK293 tox | D3 antag
O=C(CCc1ccccc1)NC(=S)Nc1cc(C(F)(F)F)ccc1N1CCOCC1 | 10% | -26 | i | ? | ? | -9% | 1% | -19% | -10
O=C(Nc1ccc(Cl)c(C(F)(F)F)c1)C(=O)N1CCCCC1 | 10% | -17 | -64%[inhibitor] | ? | -12% | 18µM* | 2% | 4% | -20

Complete entries, quoted from the list.
CCOc1ccc(CN(CCO)CCO)cc1C(=O)OC as listed: aSyn rescue: 3%; D3 ag: 0; PTHR1 agonist: -11%[57.5 µM]; GLP-1R inv ag: 25%; KB-V1 MDR tox: ?; TDP43 rescue: -6%; GLP1R ag: 4%; HEK293 tox: 28%; D3 antag: -1
CCCCn1c(=O)c(CC(C)=O)nc2ccccc21 as listed: aSyn rescue: 8%; D3 ag: 9; PTHR1 agonist: -10%; GLP-1R inv ag: 15%; KB-V1 MDR tox: 0%; TDP43 rescue: 1%; GLP1R ag: 15%; HEK293 tox: 5%; D3 antag: 10
CCCCN(CCCC)CCCNC(=O)CC1Oc2ccc(C)cc2NC1=O (stereo not drawn) as listed: aSyn rescue: 3%; D3 ag: -9; PTHR1 agonist: i; GLP-1R inv ag: 22%; KB-V1 MDR tox: ?; TDP43 rescue: -1%; GLP1R ag: -9%; HEK293 tox: 6%; D3 antag: -8

Compound activity as filed in PubChem.

A portion of the library; rates above refer to the full screens.
